Screening data deposited in PubChem BioAssay by National Center for Advancing Translational Sciences (NCATS).
JMJD2A Tudor inh – qHTS Assay for Inhibitors of JMJD2A-Tudor Domain; actives 4.4% (n = 390,000); AlphaScreen JMJD2A-Tudor / H3K4me3 peptide binding; AID 504339, 2011; Potency, µM (titrated, usually from 114 µM), inactives show at the highest dose activity change, negative = inhibition, actives largely listed as inhibitors; Lysine-specific demethylase 4A (Homo sapiens), O75164; note: % is set by controls: 0 for no effect and ±100 for the full control effect; nearly all actives have a fitted effect of over 50% in size
Target sequence (O75164 whole entry, looked up, the tested form may be a part): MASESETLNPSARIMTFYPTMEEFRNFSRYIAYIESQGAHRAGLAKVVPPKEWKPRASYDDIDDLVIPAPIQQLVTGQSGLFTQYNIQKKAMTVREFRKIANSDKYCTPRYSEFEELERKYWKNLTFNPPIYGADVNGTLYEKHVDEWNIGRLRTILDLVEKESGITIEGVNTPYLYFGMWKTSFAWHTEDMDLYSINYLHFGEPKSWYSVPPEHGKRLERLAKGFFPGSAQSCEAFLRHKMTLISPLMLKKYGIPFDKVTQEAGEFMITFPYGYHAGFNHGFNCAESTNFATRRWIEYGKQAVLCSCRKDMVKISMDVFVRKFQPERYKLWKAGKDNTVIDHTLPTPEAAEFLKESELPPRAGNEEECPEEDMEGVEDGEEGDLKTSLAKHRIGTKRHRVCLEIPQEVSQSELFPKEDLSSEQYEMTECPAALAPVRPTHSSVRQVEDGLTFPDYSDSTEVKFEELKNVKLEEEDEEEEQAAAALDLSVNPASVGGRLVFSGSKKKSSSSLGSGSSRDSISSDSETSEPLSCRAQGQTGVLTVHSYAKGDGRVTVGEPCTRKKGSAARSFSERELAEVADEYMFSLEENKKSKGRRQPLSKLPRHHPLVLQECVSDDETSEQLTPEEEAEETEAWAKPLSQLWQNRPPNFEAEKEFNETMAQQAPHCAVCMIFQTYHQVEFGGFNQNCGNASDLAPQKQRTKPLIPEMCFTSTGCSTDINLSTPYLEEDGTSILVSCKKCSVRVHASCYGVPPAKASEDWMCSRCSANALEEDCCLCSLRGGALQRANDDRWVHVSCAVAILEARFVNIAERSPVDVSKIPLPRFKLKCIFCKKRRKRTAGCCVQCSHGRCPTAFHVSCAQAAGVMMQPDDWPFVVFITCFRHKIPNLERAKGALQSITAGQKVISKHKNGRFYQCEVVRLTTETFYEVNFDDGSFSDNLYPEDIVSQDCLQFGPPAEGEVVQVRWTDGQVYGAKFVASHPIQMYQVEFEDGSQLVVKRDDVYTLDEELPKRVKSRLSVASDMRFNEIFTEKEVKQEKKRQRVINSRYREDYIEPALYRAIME
Tb PGK inh – qHTS Assay to Find Inhibitors of Phosphoglycerate Kinase; AID 602233, 2012; PGK/GAPDH coupled, Kinase-Glo luminescence, 60 min; actives 0.043% (n = 380,000); Potency, µM (titrated, usually from 57.5 µM), without a hit: top-dose activity change, negative = inhibition, most hits filed as inhibitors; note: % is set by controls: 0 for no effect and ±100 for the full control effect; nearly all actives have a fitted effect of over 60% in size
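Recombinant glycosomal PGK reaction used 1,3-bisphosphoglycerate generated in-well by GAPDH (100nM final) in 100mM TEA pH 7.6, 5mM MgCl2, 0.01% Tween-20. After 60 minutes at room temperature, ATP was read by Kinase-Glo Plus luminescence end-point.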
GLS inh – qHTS for Inhibitors of Glutaminase (GLS) | GLS enzymatic activity, qHTS titration | actives 0.21% (n = 410,000) | Potency, µM (doses to about 45.5 µM), for inactives: at the top dose activity change, negative = inhibition, hits mostly inhibitors | Glutaminase kidney isoform, mitochondrial (Homo sapiens), O94925 | AID 624170, 2012; note: % is set by controls: 0 for no effect and ±100 for the full control effect
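Glutamate formation by hKGA was monitored fluorometrically using coupled glutamate oxidase, HRP and Amplex Red. Substrate was added as 1 mM L-glutamine solution; incubation was 30 min at RT after an initial read.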
Pin1 inh – qHTS Assay to Find Inhibitors of Pin1; Pin1 FP peptide displacement, HiFluor488, 10 min; actives 0.009% (n = 390,000); Peptidyl-prolyl cis-trans isomerase NIMA-interacting 1 (Homo sapiens), Q13526; AID 504891, 2011; Potency, µM (doses to about 115 µM), for the others: at the top dose activity, negative = inhibition, usual class: inhibitors; active = well fitted inhibition curve with a large enough effect in the polarisation, with a control signal flat, not every such curve was filed as active; inconclusive = small, poorly fitted or top-dose-only effect, or effect the other way, or a change in a side signal; inactive = no such curve, though single readings can be large or run the other way; the % refers to the polarisation; note: % is set by controls: 0 for no effect and ±100 for the full control effect
BLM helicase inh – qHTS Assay for Inhibitors of Bloom's syndrome helicase (BLM). RecQ-like DNA helicase BLM (Homo sapiens), P54132. recombinant BLM DNA unwinding, fluorescence dequenching. Potency, µM (doses to about 56.1 µM), inactives show top-dose activity change, negative = inhibition, hits mostly inhibitors. actives 0.2% (n = 350,000). AID 2528, 2010;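 note: plate controls were vehicle for no effect and no enzyme for full effect; nearly all actives have a fitted effect of over 35% in size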
POLI inh – qHTS for Inhibitors of Polymerase Iota; DNA polymerase iota (Homo sapiens), Q9UNA4; Pol iota fluorescent replication assay, 10 min; Potency, µM (doses to about 115 µM), for inactives: at the top dose activity, negative = inhibition, most hits filed as inhibitors; actives 1% (n = 390,000)
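Pol iota at 10 nM preincubated 15 min with compounds at room temperature; reaction started with fluorescent substrate, 50 nM final. Fluorescence read kinetically at 0 and 10 min; buffer-only wells as negative control.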
HP1b binding inh – HTS for Inhibitors of HP1-beta Chromodomain Interactions with Methylated Histone Tails; Chromobox protein homolog 1 (Homo sapiens), P83916; AlphaScreen HP1-beta / biotin-H3K9me3 peptide binding; Potency, µM (series often up to 114 µM), without a hit: at the highest dose activity change, negative = inhibition, hits mostly inhibitors; actives 0.56% (n = 390,000); note: nearly all actives have a fitted effect of over 70% in size; inactives centre near 23
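Compound inhibition of the preformed complex between 50 nM HP1-beta and 50 nM biotinylated H3K9me3 peptide was read by AlphaScreen. Buffer was PBS pH 7.4 with 0.01% Tween-20. Incubations ran 30 min at room temperature, with 10 ug/mL donor/acceptor beads.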
G9a block – qHTS Assay for Inhibitors of Histone Lysine Methyltransferase G9a | Potency, µM (top dose mostly 102 µM), inactives show top-dose activity, negative = inhibition, actives largely listed as inhibitors | Histone-lysine N-methyltransferase EHMT2 (Homo sapiens), Q96KQ7 | actives 8.8% (n = 350,000) | G9a H3K9 monomethylation, AlphaScreen, 2 h; note: % is set by controls: 0 for no effect and ±100 for the full control effect; nearly all actives have a fitted effect of over 75% in size
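Using a bead-based AlphaScreen, monomethylated H3K9 product from 2 h room-temperature reactions (G9a 20 nM, peptide 500 nM, SAM 20 uM) was detected with 0.5 ug/mL rabbit anti-H3K9me1 antibody.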
BAZ2B inh – qHTS Assay for Inhibitors of BAZ2B. Bromodomain adjacent to zinc finger domain protein 2B (Homo sapiens), Q9UIF8. AID 504333, 2011. actives 4.4% (n = 360,000). Potency, µM (doses to about 114 µM), without a hit: top-dose activity change, negative = inhibition, hits mostly inhibitors. AlphaScreen BAZ2B-H3K14Ac peptide displacement; note: % is set by controls: 0 for no effect and ±100 for the full control effect; nearly all actives have a fitted effect of over 60% in size
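Complex of BAZ2B and biotin-H3K14Ac (50 nM apiece) forms over 30 min at RT, then faces library compounds up to 110 uM for another 30 min; AlphaScreen beads added, 20 min dark incubation, luminescence read.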
* hit, by the source's call; [ ] = another dose, or the depositor's remark. Unless noted, calls come from the whole dose curve; as a rule, active = well fitted curve in the direction sought with a large enough effect; inconclusive = small, poorly fitted or top-dose-only effect, or another doubt; inactive = no such curve, though single readings can be large; an effect the other way counts as inactive or inconclusive. Potency is the fitted concentration of half-maximal effect.

Results for Cc1cccc(C(=O)N2CCCC(N3CCN(c4cccc(Cl)c4)CC3)C2)n1 (stereo not given) ?
JMJD2A Tudor inh: -18%; Tb PGK inh: inactive; GLS inh: 2%; Pin1 inh: 0%; BLM helicase inh: -2%; POLI inh: 20%; HP1b binding inh: 4%; G9a block: -6%; BAZ2B inh: -4%

Results for CC(O)CN(C)CC/C=C1/c2ccccc2CSc2ccccc21 (stereo not given) ?
JMJD2A Tudor inh: -6%; Tb PGK inh: 4%; GLS inh: 15%; Pin1 inh: -1%; BLM helicase inh: 2%; POLI inh: 21%; HP1b binding inh: 12%; G9a block: -19%[59 µM]; BAZ2B inh: -14%

What do the screens show for `COC(=O)[C@@H](NC(=O)c1ccccc1)[C@@H](C)O`?
JMJD2A Tudor inh: -16%; Tb PGK inh: inactive; GLS inh: -1%; Pin1 inh: -2%; BLM helicase inh: 0%; POLI inh: 17%; HP1b binding inh: 56%[activator]; G9a block: -16%; BAZ2B inh: 5%

What do the screens show for `O=C(CN1CCN(Cc2ccc(Cl)cc2)CC1)N/N=C/c1cccc(F)c1`?
JMJD2A Tudor inh: -4%; Tb PGK inh: 5%; GLS inh: 6%; Pin1 inh: -1%; BLM helicase inh: -4%; POLI inh: 51%[activator]; HP1b binding inh: 16%; BAZ2B inh: -12%

How did CC[C@@H]1C(c2cccc(C)c2)=NN(c2ccccc2)[C@H]1C(=O)N1CCOC1=O do in these assays?
JMJD2A Tudor inh: 49%[activator]; Tb PGK inh: -8%; GLS inh: -5%; Pin1 inh: inconclusive; BLM helicase inh: -18%[75.6 µM]; POLI inh: 17%; HP1b binding inh: 139%[activator]; G9a block: 107%[activator]

How did Cc1cccc(NC(=O)C2C3CCCCC32)c1 (stereo not given) do in these assays?
JMJD2A Tudor inh: -1%; Tb PGK inh: -3%; GLS inh: 1%; Pin1 inh: -2%; BLM helicase inh: -2%; POLI inh: 10%; HP1b binding inh: 26%; G9a block: 42%; BAZ2B inh: -3%

Results for COc1ccc(CN2CCNC(=O)C2CC(=O)N(C)Cc2cc(C)no2)cc1OC (stereo not given) ?
JMJD2A Tudor inh: -4%; Tb PGK inh: -4%; GLS inh: -7%; Pin1 inh: -11%; BLM helicase inh: 2%; POLI inh: 2%; HP1b binding inh: 32%; G9a block: inconclusive; BAZ2B inh: -2%

Results for O=C(O)CCn1cc(/C=C2\NC(=S)N(c3ccccc3)C2=O)c(-c2ccc(Br)cc2)n1 ?
JMJD2A Tudor inh: inconclusive; Tb PGK inh: -2%; GLS inh: 2%; Pin1 inh: 3%; BLM helicase inh: -8%; POLI inh: -20%; HP1b binding inh: 1%; G9a block: 20µM*

What do the screens show for `O=C(CC(C(=O)O)c1ccc(F)cc1)c1ccc(Cl)cc1` (stereo not given)?
JMJD2A Tudor inh: -8%; Tb PGK inh: 1%; GLS inh: 7%; Pin1 inh: -16%; BLM helicase inh: -5%; POLI inh: -1%; HP1b binding inh: 47%[activator]; G9a block: 9%; BAZ2B inh: -8%

What do the screens show for `CC(c1ccccc1)N1C(=O)c2ccccc2C1(O)Cc1ccccc1` (stereo not given)?
JMJD2A Tudor inh: -12%; Tb PGK inh: inactive; GLS inh: 0%; Pin1 inh: -6%; BLM helicase inh: -5%; POLI inh: 59%[activator]; HP1b binding inh: 23%; G9a block: 18%; BAZ2B inh: -21%

How did CCN(Cc1ccc(OC)c(F)c1)C(=O)CCl do in these assays?
JMJD2A Tudor inh: 1%; Tb PGK inh: -4%; GLS inh: -3%; Pin1 inh: 0%; BLM helicase inh: 4%; POLI inh: inconclusive; HP1b binding inh: 49%[activator]; G9a block: inconclusive; BAZ2B inh: 11%

Results for O=[N+]([O-])c1c(Nc2ccccn2)cc(Cl)c2nonc12 ?
JMJD2A Tudor inh: inconclusive; Tb PGK inh: -7%; GLS inh: 0%; Pin1 inh: inconclusive; BLM helicase inh: inconclusive; POLI inh: inconclusive; HP1b binding inh: inconclusive; G9a block: 0.71µM*; BAZ2B inh: inconclusive

What do the screens show for `CC(C)c1nc2ccccc2n1CC(O)COC1CCCCC1` (stereo not given)?
JMJD2A Tudor inh: 2%; Tb PGK inh: inactive; GLS inh: 1%; Pin1 inh: 4%; BLM helicase inh: -3%; POLI inh: 92%[activator]; HP1b binding inh: 27%; G9a block: 7%; BAZ2B inh: -10%

What do the screens show for `Cc1ccc(NC(=O)C(C)OC(=O)Cc2c[nH]c3ccccc23)cc1` (stereo not given)?
JMJD2A Tudor inh: -18%; Tb PGK inh: -8%; GLS inh: -4%; Pin1 inh: -2%; POLI inh: -18%; HP1b binding inh: 32%; G9a block: -48%; BAZ2B inh: -10%

Results for Cc1ccc(C(=O)NC2CCCCCC2)cc1S(=O)(=O)N1CCOCC1 ?
JMJD2A Tudor inh: -10%; Tb PGK inh: 0%; GLS inh: 0%; Pin1 inh: -8%; BLM helicase inh: -4%; POLI inh: 0%; HP1b binding inh: 37%; BAZ2B inh: -3%

What do the screens show for `COc1cc(Cl)c(NC(=O)c2cc3ccccn3n2)c(OC)c1`?
JMJD2A Tudor inh: -17%; Tb PGK inh: -2%; GLS inh: -10%; Pin1 inh: 15%; BLM helicase inh: -5%; POLI inh: inconclusive; HP1b binding inh: 20%; G9a block: 1%[59 µM]; BAZ2B inh: -2%

What do the screens show for `C/C(=N\NC(=O)c1c[nH]c2ccccc12)c1ccco1`?
JMJD2A Tudor inh: -23%; GLS inh: 23%; Pin1 inh: -6%; BLM helicase inh: 2%; POLI inh: 21%; HP1b binding inh: 18%; G9a block: -27%; BAZ2B inh: -9%

Results for Cc1ccc(C(c2c(O)cc(C)n(Cc3ccco3)c2=O)N2CCC(C)CC2)cc1 (stereo not given) ?
JMJD2A Tudor inh: -23%; Tb PGK inh: -2%; GLS inh: 8%; Pin1 inh: 12%; BLM helicase inh: -1%; POLI inh: 20%; HP1b binding inh: 27%[57 µM]; G9a block: inconclusive; BAZ2B inh: -12%

How did O=C(NCc1cccc(Cl)c1)c1ccc2c(c1)SC1=NS(=O)(=O)CCN12 do in these assays?
JMJD2A Tudor inh: -15%; GLS inh: -8%; Pin1 inh: 5%; BLM helicase inh: -9%; POLI inh: -30%; HP1b binding inh: 57%[activator]; G9a block: inconclusive; BAZ2B inh: -14%

How did Cc1ccc(C)n1-c1ccncc1 do in these assays?
JMJD2A Tudor inh: 2%; Tb PGK inh: -1%; GLS inh: -5%; Pin1 inh: 0%; BLM helicase inh: -1%; POLI inh: -5%; HP1b binding inh: 13%; G9a block: 0%; BAZ2B inh: 2%

How did CCC(C)Nc1nc(-c2cccc(OC)c2O)nc2ccccc12 (stereo not given) do in these assays?
JMJD2A Tudor inh: inconclusive; Tb PGK inh: 6%; GLS inh: 21%; Pin1 inh: inconclusive; BLM helicase inh: -1%; POLI inh: 15%; HP1b binding inh: -11%; G9a block: 9%[59 µM]; BAZ2B inh: inconclusive

What do the screens show for `CC12CCC(=O)N1C(C(=O)NCCc1ccccc1)CS2` (stereo not given)?
JMJD2A Tudor inh: -10%; Tb PGK inh: inactive; GLS inh: -12%; Pin1 inh: -4%; BLM helicase inh: 1%; POLI inh: 12%; HP1b binding inh: 45%[activator]; G9a block: 42%; BAZ2B inh: -29%

Results for COCCN(C(=O)c1ccccc1)c1nnc(-c2cccnc2)s1 ?
JMJD2A Tudor inh: -1%; Tb PGK inh: 8%; GLS inh: 11%; Pin1 inh: -8%; BLM helicase inh: 0%; POLI inh: 6%; HP1b binding inh: 22%; G9a block: -7%; BAZ2B inh: 9%

Results for Cc1ccc(C)c(CSC2=NCCN2C(=O)c2cccs2)c1 ?
JMJD2A Tudor inh: 47%[activator]; Tb PGK inh: inactive; GLS inh: -14%; Pin1 inh: 0%; BLM helicase inh: -8%; POLI inh: 120%[activator]; HP1b binding inh: 100%[activator]; G9a block: 20%; BAZ2B inh: 17%

How did COc1ccccc1NC(=O)C1CCN(S(=O)(=O)c2ccc3c(c2)oc(=O)n3C)CC1 do in these assays?
JMJD2A Tudor inh: -18%; Tb PGK inh: inactive; GLS inh: 1%; Pin1 inh: 2%; BLM helicase inh: -2%; POLI inh: -2%; HP1b binding inh: 20%; G9a block: -4%[59 µM]; BAZ2B inh: -2%

Results for COc1cccc(CNC(=O)c2nnn(CC(=O)Nc3ccc(Br)cc3)c2N)c1 ?
JMJD2A Tudor inh: -22%; Tb PGK inh: -1%; GLS inh: -1%; Pin1 inh: 0%; BLM helicase inh: -10%; POLI inh: inconclusive; HP1b binding inh: 10%[57 µM]; G9a block: 0%[59 µM]; BAZ2B inh: -10%

2 entries drawn at random from the list so far, as already listed:
What do the screens show for `C/C(=N\NC(=O)c1c[nH]c2ccccc12)c1ccco1`?
JMJD2A Tudor inh: -23%; GLS inh: 23%; Pin1 inh: -6%; BLM helicase inh: 2%; POLI inh: 21%; HP1b binding inh: 18%; G9a block: -27%; BAZ2B inh: -9%

What do the screens show for `Cc1ccc(NC(=O)C(C)OC(=O)Cc2c[nH]c3ccccc23)cc1` (stereo not given)?
JMJD2A Tudor inh: -18%; Tb PGK inh: -8%; GLS inh: -4%; Pin1 inh: -2%; POLI inh: -18%; HP1b binding inh: 32%; G9a block: -48%; BAZ2B inh: -10%

This is a subset; rates above refer to the full screens.
